Polio RdRp inh: poliovirus RNA polymerase inhibition; poliovirus polymerase elongation, fluorescence polarization; active compounds read low; % elongation, % (compound at 16.7 µg/mL); 150,000 tested, 0.66% active; in the data active = % elongation below about 90%; note: some results filed as inactive read as strong as hits
Target sequence (P03300 1749-2209 limits assumed): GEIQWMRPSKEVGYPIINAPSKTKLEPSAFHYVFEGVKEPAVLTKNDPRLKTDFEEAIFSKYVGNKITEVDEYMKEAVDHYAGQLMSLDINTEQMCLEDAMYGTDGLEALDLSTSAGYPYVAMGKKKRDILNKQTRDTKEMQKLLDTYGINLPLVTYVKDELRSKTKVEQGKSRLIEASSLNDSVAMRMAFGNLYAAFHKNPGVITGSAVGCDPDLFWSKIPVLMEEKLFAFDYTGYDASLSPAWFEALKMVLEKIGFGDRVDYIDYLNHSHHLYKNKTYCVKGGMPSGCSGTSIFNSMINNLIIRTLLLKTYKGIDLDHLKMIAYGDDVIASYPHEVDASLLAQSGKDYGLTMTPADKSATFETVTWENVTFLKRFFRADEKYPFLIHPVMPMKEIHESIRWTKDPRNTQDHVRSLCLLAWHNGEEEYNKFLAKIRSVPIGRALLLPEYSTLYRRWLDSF
Polio RdRp inh FP z-score: recorded beside Polio RdRp inh, whose call it bears; z-score; measured here: FP z-score; hits read low
* hit, by the source's call; & = joins results of further samples. A portion of the library; rates above refer to the full screens.

SMILES	Polio RdRp inh	Polio RdRp inh FP z-score
CCN1/C(=C/c2ccc3cc(C)ccc3[n+]2C)Sc2cc(OC)ccc21	112	2.4
COc1ccc(OCC(=O)N2CCN(C(=O)c3ccc(OC)cc3)CC2)cc1	106	0.5
COC(=O)CC1C(=O)NCCN1C(=O)CSc1nnnn1-c1ccc(Cl)cc1 (centres undefined)	103	-0.1
O=C(Nc1nccs1)C1CCCN(C(=O)c2cnn(-c3ccccc3)c2-n2cccc2)C1 (centres undefined)	101	-0.9
N#Cc1c(N)n[nH]c1CCCCCN	102	0.1
COc1ccc(C(C#Cc2ccccc2)N2CCOCC2)cc1 (centres undefined)	103	0.6
Cc1cc2c(cc1S(=O)(=O)NCCCc1ccccc1)OCC(=O)N2	104	1.1
Cc1ccc(NC(=O)Nc2ccccn2)cc1	100	0.3
O=C(NCc1noc2ccccc12)Nc1cccc(C(F)(F)F)c1	101	0
CCN1CCN(S(=O)(=O)c2ccc(Cl)c(C(=O)NCc3nc4ccccc4[nH]3)c2)CC1	106	0.4
C=CCNC(=O)CN1CCN(S(=O)(=O)c2ccc(C(C)CC)cc2)CC1 (centres undefined)	102	0
COC(=O)c1ccc(OC(=O)c2ccc3c(c2)OCCO3)cc1	95	-1
O=C(Nc1cccc(NC(=O)C2CCCO2)c1)c1ccco1 (centres undefined)	106	1.5
Cc1ccccc1CNC(=O)c1ccc2c(c1)N(Cc1ccccc1)CCS2	112	0.6
CC(C)(CC(=O)Nc1ccc(F)cc1)Sc1ccc(Cl)cc1	106	0.3
Cc1ccc(/C=C/C(=O)OCc2nc(N)nc(Nc3ccccc3C)n2)o1	103	0.3
O=C(/C=N/O)Nc1ccc2c(c1)OCCO2	94	-1
Cc1cccc(N(CC(=O)NCc2ccco2)S(=O)(=O)c2ccccc2)c1C	100	-0.2
O=C(CSc1nnc(-c2cccnc2)o1)NCCc1ccccc1	104	0.2
CC(C)COC(=O)N1c2ccccc2C=CC1OCC(C)C (centres undefined)	101	0
Cn1c(C(O)c2ccccc2)nc(Cl)c1Cl (centres undefined)	100	0.2
O=C(Oc1ccc(C2SCCS2)cc1)c1ccccc1Cl	104	0.3
CCOC(=O)c1ccc2nc(C)c(CC)c(Cl)c2c1	104	0.7
Cn1c(CSc2cc(C(F)(F)F)nc3ccccc23)n[nH]c1=S	100	-0.8

Reformatted in markdown: part of the list above
| Structure | Polio RdRp inh | Polio RdRp inh FP z-score |
| --- | --- | --- |
| N#Cc1c(N)n[nH]c1CCCCCN | 102 | 0.1 |
| COc1ccc(C(C#Cc2ccccc2)N2CCOCC2)cc1 (centres undefined) | 103 | 0.6 |
| Cc1cc2c(cc1S(=O)(=O)NCCCc1ccccc1)OCC(=O)N2 | 104 | 1.1 |
| Cc1ccc(NC(=O)Nc2ccccn2)cc1 | 100 | 0.3 |
| O=C(NCc1noc2ccccc12)Nc1cccc(C(F)(F)F)c1 | 101 | 0 |
| CCN1CCN(S(=O)(=O)c2ccc(Cl)c(C(=O)NCc3nc4ccccc4[nH]3)c2)CC1 | 106 | 0.4 |
| C=CCNC(=O)CN1CCN(S(=O)(=O)c2ccc(C(C)CC)cc2)CC1 (centres undefined) | 102 | 0 |
| COC(=O)c1ccc(OC(=O)c2ccc3c(c2)OCCO3)cc1 | 95 | -1 |
| O=C(Nc1cccc(NC(=O)C2CCCO2)c1)c1ccco1 (centres undefined) | 106 | 1.5 |
| Cc1ccccc1CNC(=O)c1ccc2c(c1)N(Cc1ccccc1)CCS2 | 112 | 0.6 |
| CC(C)(CC(=O)Nc1ccc(F)cc1)Sc1ccc(Cl)cc1 | 106 | 0.3 |
| Cc1ccc(/C=C/C(=O)OCc2nc(N)nc(Nc3ccccc3C)n2)o1 | 103 | 0.3 |
| O=C(/C=N/O)Nc1ccc2c(c1)OCCO2 | 94 | -1 |
| Cc1cccc(N(CC(=O)NCc2ccco2)S(=O)(=O)c2ccccc2)c1C | 100 | -0.2 |
| O=C(CSc1nnc(-c2cccnc2)o1)NCCc1ccccc1 | 104 | 0.2 |
| CC(C)COC(=O)N1c2ccccc2C=CC1OCC(C)C (centres undefined) | 101 | 0 |
| Cn1c(C(O)c2ccccc2)nc(Cl)c1Cl (centres undefined) | 100 | 0.2 |
| O=C(Oc1ccc(C2SCCS2)cc1)c1ccccc1Cl | 104 | 0.3 |

New compounds follow
SMILES	Polio RdRp inh	Polio RdRp inh FP z-score
COc1cccc(OC)c1C(=O)N1CCN(Cc2cccc3ccccc23)CC1	101	-0.2
c1ccc(OCCSc2nc3ccccc3[nH]2)cc1	101	-0.1
OC(CNCc1ccc(Cl)cc1)COc1ccc(F)cc1Cl (centres undefined)	104	1
COc1ccc(C)cc1NC(=O)CCNS(=O)(=O)c1cccc2nonc12	104	-0.2
CC(=O)c1nn(-c2ccc(OC(F)(F)F)cc2)nc1Nc1ccc(C)cc1	104	-1.1
O=C(Nc1ccc(Cl)cc1)O/N=C1\CCCCC1Cn1ccnc1 (centres undefined)	104	0.6
NC(=O)c1ncoc1-c1ccccc1Cl	101	-0.5
O=C(Nc1cccc2c1CCCC2)N1CCOc2ccc(Cl)cc21	101	-1
CCNS(=O)(=O)c1cccs1	102	0
O=C(Nc1nnc(SCc2ccccn2)s1)C1CC(=O)N(c2ccccc2)C1 (centres undefined)	98	-0.9
CC(NC(=O)c1ccc(=O)[nH]c1)C12CC3CC(CC(C3)C1)C2 (centres undefined)	102	0
CSc1cccc(NC(=O)CSc2nc3ccccc3o2)c1	103	0.5
CCOC(=O)c1cc(-c2ccc(F)cc2)n(CCC(=O)Nc2nc3ccc(C)cc3s2)c1C	98	-1.2
O=C(Nc1ccccc1C(F)(F)F)c1cc2ccccn2n1	109	0.3
CC(C)C(=O)NCCSc1c(-c2ccccc2)[nH]c2ccccc12	99	-0.1
CCN(CC)CCN1C(=O)Cn2c(C)c(C)c3cccc1c32	99	-0.3
COc1ccccc1CNC(=O)Cc1c(C)c2c(cc(C)c3c(C)coc32)oc1=O	105	-0.7
CCOC(=O)c1cc(-c2ccc(F)cc2)n(CCC(=O)NC2CCC(C)CC2)c1C (centres undefined)	98	-1.1
Cc1ccc2nc(CN3CCN(S(=O)(=O)c4ccccc4)CC3)oc2c1	105	-0.3
CN1C(N)=NC(=O)/C1=C/c1cccnc1	101	0
Cc1ccc(Nc2c(-c3ccc(N4CCOCC4)cc3)nc3cccc(C)n23)cc1	106	0.4
CN1CCN(C(=O)CSc2c(-c3ccccc3)c3cc(Cl)ccc3[nH]c2=O)CC1	103	0.5
COc1ccc(CCNC(=O)CN2N=C(c3ccc(C)cc3)CCC2=O)cc1OC	102	0.5
CCOC(=O)C1=NN(c2ccccc2OC)C2C(=O)N(c3ccc(Br)cc3)C(=O)C12 (centres undefined)	99	-0.3
COc1ccc(NC(=O)c2cc(CN3C(=O)c4ccccc4C3=O)ccc2OC)cn1	106	0.4
Cc1ccc2cccc(NC(=O)c3cccc4c(Cl)cccc34)c2n1	105	-0.1
Cc1nc2nc(CSc3ccc(Cl)cc3)cc(=O)n2[nH]1	116	2.6
CCOC(=O)C1=C(C)N=C2SCCC(=O)N2C1c1ccc(OCc2ccccc2)c(OC)c1 (centres undefined)	107	0.4
Cc1ccc2nc(COc3ccccc3NC(=O)c3ccccc3F)cc(=O)n2c1	107	0.2
CC(C)C(NC(=O)c1ccc(F)cc1)C(=O)N1CCC1 (centres undefined)	107	0.6
Cc1nn2c(=O)c3ccc(C(=O)O)cc3nc2s1	100	-0.4
COc1ccccc1CCNC(=O)Cn1ccc2cc(S(=O)(=O)N3CCCCC3)ccc21	104	-0.8
CCSc1nsc(NC(=O)Nc2cccc(F)c2)n1	102	0.4
CCOC(=O)C1CCCN(C2CC(=O)N(c3cc(Cl)ccc3OC)C2=O)C1 (centres undefined)	102	-0.6
CC1(C(=O)c2ccccc2)C2c3ccccc3OC(=O)C21C(=O)N1CCOCC1 (centres undefined)	105	0.3
C=CCSc1nnc(Cc2cc(=O)[nH]c(=O)[nH]2)n1-c1ccc(OC)cc1	105	1.3
CC(=O)OCC(=O)Nc1cccc(C)c1	110	0.7
CN(C(=O)COC(=O)c1cncc(Br)c1)C1CCCCC1	100	-0.5
CCc1ccccc1NC(=O)N1CCOc2ccccc21	97	-1.7
CCN(CC)C(=O)CCn1nc(-c2ccc(C)cc2)c2ccccc2c1=O	102	0.1
COc1cc2c(cc1OC)C(c1ccccc1)N(C(=O)C(C)(C)C)CC2 (centres undefined)	104	0.7
O=C(c1cc(-c2ccc(F)cc2)n[nH]1)N1CCN(c2cccc(Cl)c2)CC1	105	0.8
CN(C)c1ncc(C(=O)NCc2ccc(Cl)cc2)cn1	111	0.8
COC(=O)CSc1nnc(CNc2ccc(Cl)cc2)n1-c1ccc(OC)cc1	100	-0.3
Nc1nnc(SCC(=O)OCc2ccccc2)s1	101	0
CN(Cc1cccs1)C(=O)Cc1ccc2c(c1)OCCO2	102	-0.2
CC(=O)N(C)c1ccc(N=Cc2ccc(O)cc2)cc1	103	1.1
C/C(=N\O)c1cc2cc(Cl)ccc2oc1=O	103	0.1

Look-ups from the list.
Under Polio RdRp inh, CC(=O)OCC(=O)Nc1cccc(C)c1 shows 110
Under Polio RdRp inh FP z-score, CN(Cc1cccs1)C(=O)Cc1ccc2c(c1)OCCO2 shows -0.2

Next section:
SMILES	Polio RdRp inh	Polio RdRp inh FP z-score
CCC(=O)NCc1cc(-c2nn(C)c(=O)c3ccccc23)ccc1OC	106&102	0.2&0.3
CC1(C)C2CC[C@]3(C)C(C(=O)C=C4[C@@H]5C[C@@](C)(C(=O)O)CC[C@]5(C)CC[C@]43C)[C@@]2(C)CC[C@@H]1O (some centres undefined)	103	0.8
O=C(OCn1nnc2ccccc2c1=O)C1CCCCN1S(=O)(=O)c1ccccc1 (centres undefined)	99	-0.4
N#C/C(=C\C1=C(N2CCOCC2)C(=C\c2ccccc2)/CC1)c1nnc2n1CCCCC2	95	-0.4
CC(C1CC1)N(CC(F)(F)F)C(=O)c1cc(S(=O)(=O)N(C)C)ccc1N1CCCC1 (centres undefined)	102	0
CCOC(=O)c1c(Sc2ccccc2)cnn1C(=O)c1ccc(C(F)(F)F)cc1	103	-0.3
Cc1ccc(-n2nc(C)c(/C=N/NC(=O)Cc3nc4ccccc4n3C)c2Cl)cc1	105	0.4
NC(=O)c1cc(S(=O)(=O)N2CCN(c3cccc(C(F)(F)F)c3)CC2)cs1	108	0.2
CC(C)N(C(=O)COc1c(CO)cc(Br)cc1CO)c1ccccc1	100	-0.1
CC1Cc2ccccc2N1C(=O)Cn1nnc(-c2ccccc2F)n1 (centres undefined)	101	-0.4
CCOCc1cc(-c2csc(N)n2)ccc1OC	100	-0.2
CC1CN(C2CC(C)(C)NC(C)(C)C2)CCC1=O (centres undefined)	104	0.1
O=C1NC2(CCCCC2)C(=O)N1c1ccc(C(F)(F)F)cc1	99	-0.3
O=C1NC(=O)C(CCCCO)N1 (centres undefined)	102	0.1
CCOc1ccc(Nc2c(S(=O)(=O)c3ccccc3)cnc3ccc(F)cc23)cc1	105	-0.3
CN1CCN(C(=S)NC(CC(=O)c2ccccc2)c2ccccc2)CC1 (centres undefined)	102	0
CCOC(=O)Cc1csc(SCn2nnc3ccccc3c2=O)n1	105	0.2
Cc1[nH]c(C)c(S(=O)(=O)NCCc2ccccc2)c1C(=O)N1CCCC1	100	-0.5
CN1C(=O)Cc2cc(S(=O)(=O)N3CCc4ccccc43)ccc21	105	1.1
CCOC(=O)c1ccc(CSc2n[nH]c(C)n2)o1	101	-0.4
O=C(Nc1ccccc1N1CCCC1)c1ccc(CSc2ncn[nH]2)cc1	108	-0.3
Cc1cc(C)nc(NS(=O)(=O)c2ccc(-n3cccc3)cc2)n1	106	0.4
CCn1cc(C(=O)NCc2ccccc2Cl)c(=O)c2cc(S(=O)(=O)N3CCOCC3)ccc21	101	-0.6
CCOc1ncccc1C(=O)Nc1cc(C(C)(C)C)ccc1OC	107	0.8
CC(NC=O)c1nc2ccccc2n1Cc1ccccc1 (centres undefined)	101	0.3
CCOC(=O)C1=CN(c2ccc(C)cc2)C=C(C(=O)OCC)C1c1cccs1	101	0
O=C(NCC(c1cccs1)S(=O)(=O)c1cccs1)c1ccc(C(F)(F)F)cc1 (centres undefined)	107	-0.1
N#Cc1ccc(OCC(=O)Nc2ccc(-c3cn4ccsc4n3)cc2)cc1	102	0.1
C/C(=N\NCc1cn2ccccc2n1)c1ccccc1	106	0.4
Fc1ccc(-c2noc3ncnc(NC4CCCCC4)c23)cc1	100	-0.3
O=C(Nc1ccc2nc(SCc3ccccc3)sc2c1)c1ccccc1F	110	0.7
C=CCNC(=O)c1ccc2c(=O)n(C3CCCC3)c(=S)[nH]c2c1	100	-0.5
CCOc1ccc(CCNC(=O)CSc2nnnn2-c2ccc(C)cc2C)cc1OCC	107	0.7
COc1ccc(OCCN2C(=O)c3ccccc3S2(=O)=O)cc1	105	0.3
Cc1ccc(CSC2=Nc3ccccc3C3=NC(CCC(=O)N4CCN(c5ccccc5)CC4)C(=O)N23)cc1 (centres undefined)	112	-0.1
OC(COc1ccc(-c2csnn2)cc1)CN1CCN(C(c2ccccc2)c2ccccc2)CC1 (centres undefined)	108	1.2
Cc1ccc(C)c(Cn2c3ccccc3c3cnn(CC(=O)NC4CCCCCC4)c(=O)c32)c1	106	-0.2
O=S(=O)(c1ccccc1)N1CCc2ccccc21	109	2.6
COCC(=O)N(c1ccc(OC)cc1)C1C=CS(=O)(=O)C1 (centres undefined)	105	1.5
Cc1ccc(-c2csc(NC(=O)COC(=O)c3cccs3)n2)cc1	97	-0.6
Cc1ccsc1C(=O)NC(C)C(c1cccs1)N1CCCC1 (centres undefined)	103	0.5
O=C(O)CC(c1ccccc1)c1cc(Cl)ccc1O (centres undefined)	99	-0.5
CCCn1c(SCC(=O)NCC(F)(F)F)n[nH]c1=O	105	0.3
CC1(C)Cc2c(sc3ncn4nc(COc5ccc(Cl)cc5)nc4c23)C(C)(C)N1	101	-0.1
Cc1cccc(Oc2ccc(NC(=O)CCCC(=O)O)cc2)c1	102	-0.1
O=C(O)CSc1c2c(nc3cc(C(=O)NCC4COc5ccccc5O4)ccc13)CCC2 (centres undefined)	99	-0.5

Screening data (PubChem)
